Screening data: PubChem BioAssay, National Center for Advancing Translational Sciences (NCATS)
KB-V1 MDR tox: qHTS assay for MDR1-selective chemotherapeutics: Primary screen using the drug-selected MDR subline cells KB-V1; hit rate 3.4% among 400,000; Potency, µM (doses to about 46.1 µM), for the others: top-dose activity change, negative = cytotoxicity, most hits filed as cytotoxic; KB-V1 MDR cells viability, CellTiter-Glo, 72 h; also: nearly all actives have a fitted effect of over 60% in size
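KB-V1 cells (P-gp-expressing MDR subline of KB-3-1) in phenol-red-free DMEM with 10% FBS were exposed to library compounds over a concentration series for 72 h at 37 degrees C. Viability read by CellTiter-Glo luminescence; concentration-effect curves fitted after normalization.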
ATXN2 expr inh: Primary qHTS for Inhibitors of ATXN expression; Potency, µM (doses to about 57 µM), without a hit: top-dose activity change, negative = inhibition, hits mostly inhibitors; hit rate 0.72% among 360,000; HEK-293 ATXN2-luciferase reporter, luminescence, 24 h; also: nearly all actives have a fitted effect of over 55% in size
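qHTS (up to 57 uM final) was run with 24 h compound exposure of reporter cells at 37 °C. Each well was multiplexed: SteadyGlo luminescence measured ATXN2-luciferase expression after a fluorogenic Gly-Phe-AFC viability readout (25 uM final).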
KB-3-1 cytotox: qHTS assay for MDR1-selective chemotherapeutics: Primary screen using the parental adenocarcinoma cell KB-3-1; hit rate 1.4% among 400,000; KB-3-1 viability, CellTiter-Glo ATP luminescence, 72 h; Potency, µM (top dose mostly 46.1 µM), inactives show at the top dose activity change, negative = cytotoxic, hits mostly cytotoxic; also: nearly all actives have a fitted effect of over 60% in size
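Parental KB-3-1 adenocarcinoma cells in phenol-red-free DMEM with 10% FBS were pin-treated with compounds at several concentrations, incubated 72 h at 37 °C, and viability read by CellTiter-Glo luminescence; concentration-effect curves were fitted after normalization.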
* = called active by the depositor; ? = inconclusive; [ ] = another dose, or the depositor's remark. Calls follow the shape of the dose curve; as a rule, active = well fitted curve in the direction sought with a large enough effect; inconclusive = small, poorly fitted or top-dose-only effect, or another doubt; inactive = no such curve, though single readings can be large; an effect the other way counts as inactive or inconclusive. % is scaled to controls: 0 for no effect and ±100 for the full control effect; potency is read from the fitted curve at half-maximal effect. Some of the compounds tested. The share of hits here may be higher or lower than overall.

SMILES | KB-V1 MDR tox | ATXN2 expr inh | KB-3-1 cytotox
Cc1nnc(N2C(=O)c3oc4ccccc4c(=O)c3C2c2ccc(Cl)cc2)s1 (stereo not given) | 2% | 12% | 2%
CCc1ccccc1NC(=O)CCCSc1nc(-c2ccco2)cc(C(F)(F)F)n1 | -2% | 2% | 0%
COc1ccc(CNC(=O)c2cc(C)nc3c2c(C)nn3-c2cccc(Cl)c2C)cc1 | -20% | -3% | 1%
CCOc1ccc(-c2nc3c(C#N)c[nH]n3c2NC2CCCCC2)cc1 | 5% | 27% | 0%
COc1ccccc1CNC(=O)C1CCN(C2=NS(=O)(=O)C(c3ccc(C)c(C)c3)=C2C)CC1 | -16% | -34% | -8%
Cc1ccc(Cl)cc1NC(=O)CSC1=Nc2ccccc2C2=NC(Cc3ccccc3)C(=O)N12 (stereo not given) | -9% | -27% | -14%
Cc1ccc(NC(=O)c2sc3ncn(Cc4cccc(F)c4)c(=O)c3c2C)c(Br)c1 | -21% | 5% | -17%
CCc1cccc(NC(=O)Cn2c(C(=O)OC)cc3sc(Cl)cc32)c1 | -3% | 2% | 6%
Cc1ccc2oc(-c3cc(NC(=O)c4cccs4)cc(C)c3O)nc2c1 | -18% | 0% | 3%
COc1ccc(Cn2c(CCC(=O)Nc3cc(C)cc(C)c3)nc3cccnc32)cc1 | -28% | ? | 0%
COc1cc(C)ccc1OCCSc1nc2ccc(NC(=O)c3ccco3)cc2s1 | ? | -38% | -28%
CCN1C(=O)c2ccccc2S(=O)(=O)c2ccc(C(=O)NCc3ccccc3Cl)cc21 | -25% | 1% | -16%
CCCCCCNC(=O)CCc1c(C)nc2nc(-c3cc(OC)cc(OC)c3)nn2c1C | 6% | 9% | -3%
CCC(=O)Nc1ccc(S(=O)(=O)NCc2cccn2Cc2cccc(C)c2)cc1 | 2% | -28% | -1%
COc1ccc(C(=O)CSc2nc(C)cc(C)c2C(=O)Nc2ccccc2C)cc1 | -10% | 8% | -16%
Cc1ccc(OC(=O)c2snnc2C)cc1C | 26% | 13% | 11%
CCOC(=O)c1cnc2c(C)cc(C)cc2c1NCCN1CCOCC1 | -10% | ? | 6%
Cc1ccc(F)cc1S(=O)(=O)N1CCC(c2nc3ccccc3s2)CC1 | -22% | -11% | -28%
COc1cccc(-n2c(=O)c3c(C)c(C)sc3n(CC(=O)NCc3ccc(C)cc3)c2=O)c1 | 0% | 4% | -1%
C=Cc1ccc(Cn2nc(-c3ccc(C)c(S(=O)(=O)N(CC)CC)c3)ccc2=O)cc1 | -4% | 0% | -2%
COc1cccc(C2C=C(c3ccc(C)c(C)c3)Nc3nnnn32)c1OC (stereo not given) | -14% | 13% | 4.1µM*
COc1ccc(-c2nc(SCC(=O)NCc3nc4ccccc4n3C)n3[nH]c(=O)cc3n2)cc1 | ? | 2% | 14%
Cc1cccc(CC(=O)N2CC(=O)Nc3ccc(Br)cc3C2c2ccc(F)cc2)c1 (stereo not given) | -14% | ? | -3%
COC(=O)COc1ccc(Oc2nc(NC(C)(C)C)nc(N3CCOCC3)n2)nn1 | 15% | 12% | 8%
COc1ccc(C(=O)NCCn2cc(SCC(=O)Nc3ccc(F)cc3)c3ccccc32)cc1 | ? | ? | ?

12 compounds out of the list, ordered by length of the SMILES, highest first.
SMILES | KB-V1 MDR tox | ATXN2 expr inh | KB-3-1 cytotox
COc1ccccc1CNC(=O)C1CCN(C2=NS(=O)(=O)C(c3ccc(C)c(C)c3)=C2C)CC1 | -16% | -34% | -8%
Cc1ccc(Cl)cc1NC(=O)CSC1=Nc2ccccc2C2=NC(Cc3ccccc3)C(=O)N12 (stereo not given) | -9% | -27% | -14%
C=Cc1ccc(Cn2nc(-c3ccc(C)c(S(=O)(=O)N(CC)CC)c3)ccc2=O)cc1 | -4% | 0% | -2%
COc1ccc(C(=O)NCCn2cc(SCC(=O)Nc3ccc(F)cc3)c3ccccc32)cc1 | ? | ? | ?
COc1ccc(CNC(=O)c2cc(C)nc3c2c(C)nn3-c2cccc(Cl)c2C)cc1 | -20% | -3% | 1%
Cc1cccc(CC(=O)N2CC(=O)Nc3ccc(Br)cc3C2c2ccc(F)cc2)c1 (stereo not given) | -14% | ? | -3%
CCCCCCNC(=O)CCc1c(C)nc2nc(-c3cc(OC)cc(OC)c3)nn2c1C | 6% | 9% | -3%
Cc1nnc(N2C(=O)c3oc4ccccc4c(=O)c3C2c2ccc(Cl)cc2)s1 (stereo not given) | 2% | 12% | 2%
CCc1ccccc1NC(=O)CCCSc1nc(-c2ccco2)cc(C(F)(F)F)n1 | -2% | 2% | 0%
COc1cc(C)ccc1OCCSc1nc2ccc(NC(=O)c3ccco3)cc2s1 | ? | -38% | -28%
Cc1ccc(F)cc1S(=O)(=O)N1CCC(c2nc3ccccc3s2)CC1 | -22% | -11% | -28%
CCOC(=O)c1cnc2c(C)cc(C)cc2c1NCCN1CCOCC1 | -10% | ? | 6%

The list continues:
SMILES | KB-V1 MDR tox | ATXN2 expr inh | KB-3-1 cytotox
CCc1ccc2c(c1)c(=O)c(C(=O)c1ccccc1)cn2CC(=O)Nc1ccc(C)c(Cl)c1 | 0% | 14% | 2%
CCC1CCCCN1S(=O)(=O)c1cc2c(cc1C)NC(=O)CO2 (stereo not given) | -3% | -22% | 0%
Oc1c(C(c2ccc(Cl)cc2Cl)N2CCCC2)sc2nc(-c3ccco3)nn12 (stereo not given) | 5% | 1% | -2%
COCCCNc1nc2c(c(=O)n(Cc3ccccc3)c(=O)n2C)n1C | -8% | 9% | 3%
CCC(=O)N1CCc2cc(S(=O)(=O)NC(C(=O)NCCc3ccc(OC)c(OC)c3)C(C)C)ccc21 (stereo not given) | -9% | 14% | 3%
COc1ccccc1NC(=O)c1oc2ccccc2c1NC(=O)c1cccc(OC)c1OC | ? | -10% | 12µM*
Cc1nnc(NC(=O)CSCc2cc(=O)c3ccc(C)c(C)c3[nH]2)s1 | -10% | 6% | -4%
COc1ccccc1CNc1nc(-c2ccco2)nn1C(=O)c1ccccc1[N+](=O)[O-] | -8% | 6% | -3%
CC(C)c1ccc(N2C(=O)CSC23C(=O)N(Cc2ccccc2)c2ccccc23)cc1 (stereo not given) | 12µM* | 5% | ?
Cc1cccc(Oc2nc3c(c(=O)n(C)c(=O)n3C)n2C)c1C | -14% | 0% | 8%
O=C(COc1ccccc1[N+](=O)[O-])N(Cc1ccco1)c1ccccn1 | 2% | 38% | 1%
Cc1ccc(-n2cnc3cc(C(=O)NC4CCCCCC4)ccc32)cc1Cl | -8% | -9% | -18%
O=C1CC(c2ccccc2)Cc2[nH]c(=O)c(C(=O)Nc3ccc(F)cc3)cc21 (stereo not given) | -5% | 9% | -4%
Cc1ccc(Sc2c(C)nn(C(=O)COc3ccccc3Br)c2C)cc1 | 5% | 7% | 16%
COC(=O)c1cc2oc(C)cc2n1CC(=O)Nc1ccc(C(C)C)cc1 | -2% | 11% | 4%
Cc1cccc(NC(=O)C2CCCN(S(=O)(=O)c3ccc4c(c3)oc(=O)n4C)C2)c1C (stereo not given) | 6% | 14% | 16%
COCCCNC(=O)CCCN1C(=O)CCn2nc(-c3cn(C)c4ccccc34)cc21 | -1% | 14% | 0%
CC(C)n1c(=N)c(C(=O)NCc2ccccc2)cc2c(=O)n3ccccc3nc21 | 1% | -2% | 16%
COc1ccc(-c2c(C)nn3c(C(F)(F)F)cc(-c4ccc(C)cc4)nc23)cc1 | 5% | 5% | -3%
CCn1cc(S(=O)(=O)c2ccccc2)c(=O)c2cc(F)c(N3CCCC3)cc21 | -4% | -17% | -3%
CCN(CC)CCN(C(=O)c1ccc(C(=O)OC)cc1)c1nc2ccc(Cl)cc2s1 | 25% | -11% | -2%
Cc1cccc(NC(=O)C(=O)NCCc2csc(-c3ccc(F)cc3)n2)c1C | -4% | -1% | -1%
CCOC(=O)c1c(C)n(-c2ccccc2)c2ccc(OC(=O)c3cc(OC)cc(OC)c3)cc12 | -1% | 2% | -9%
COc1ccc(-c2nn(C)c3sc(C(=O)N4CCN(c5cccc(Cl)c5)CC4)cc23)cc1OC | 13% | 4% | 4%
COc1ccc(C(=O)Nc2ccc(NC(=O)c3cccs3)cc2)cc1OC | 9% | 15% | -5%
SMILES | KB-V1 MDR tox | ATXN2 expr inh | KB-3-1 cytotox
COc1cccc(-c2nnc(SCC(=O)NC3CCCCC3)o2)c1 | -30% | 3% | ?
CCCCNc1nc2c(c(=O)n(Cc3ccc(Cl)c(Cl)c3)c(=O)n2C)n1C | ? | -3% | 5%
CN(C)c1ncc(C(=O)NCc2ccccc2Cl)cn1 | -3% | 1% | 2%
Cc1cc(C)c(S(=O)(=O)NCC(c2ccc(N(C)C)cc2)N2CCc3ccccc32)c(C)c1 (stereo not given) | 0% | 13% | -11%
O=C(Nc1cccc(C(=O)OCc2cc(=O)n3ccsc3n2)c1)c1ccc(F)cc1 | ? | 1% | 0%
COc1ccc(OC)c(-c2noc(N3CCN(c4cc(C)ccc4C)CC3)n2)c1 | -2% | -3% | 0%
Cc1cc(C)c2c(=O)cc(C(=O)Nc3sc4c(c3C#N)CCCC4)oc2c1 | 0% | 16% | 4%
COc1cccc(-n2c(SCC(=O)N3CCCc4ccccc43)nc3c([nH]c4ccccc43)c2=O)c1 | 1% | 0% | -2%
O=C(Nc1nc2n(n1)C(c1ccccc1)C=C(c1ccccc1)N2)c1ccc(Cl)c([N+](=O)[O-])c1 (stereo not given) | 1% | -30% | -8%
Cc1ccc2cccc(NC(=O)c3ccc(OC(C)C)cc3)c2n1 | 2% | -1% | -10%
CCCCc1ccc(NC(=O)c2ccc3c(c2)CCN3S(=O)(=O)c2ccccc2)cc1 | -14% | -14% | 0%
COc1ccc(CNC(=O)CN2C(=O)COc3ccc(S(=O)(=O)Nc4ccccc4)cc32)cc1 | 0% | -4% | -1%
COc1ccc(OC)c(NC(=O)c2cc3cc4ccc(C)cc4nc3s2)c1 | 0% | 8% | 17%
COc1ccc(NC(=O)Nc2sc3nc4n(c(=O)c3c2C)CCC(C)CC4)cc1OC (stereo not given) | ? | ? | 11%
COCCNC(=O)c1ccc2c(=O)n(CCOC)c(SCC(=O)c3c[nH]c4ccccc34)nc2c1 | -12% | 3% | -1%
CCCc1nc(SCc2cc(=O)c3ccc(C)c(C)c3[nH]2)n[nH]1 | 0% | -15% | 1%
Cc1ccccc1Nc1cc(C(=O)NC2CCC(C)CC2)c2ccccc2n1 (stereo not given) | ? | 43%[activator] | 7%
COc1ccccc1NCc1nnc2n1CCCCC2 | 0% | 0% | 18%
Cc1cccc(NC(=O)N2CCC(n3c(C)nc4cccnc43)CC2)c1 | 9% | 18% | 1%
Cc1ccc(Nc2c(-c3ccc(N(C)C)cc3)nc3ccccn23)cc1 | -2% | 8% | -7%
COc1ccc2c(c1)c1c(c(=O)n(-c3ccc(C)cc3)c(=O)n1CC(=O)NCc1ccc(C)cc1)n2C | 36% | 0% | 20%
CCCNc1ccc(-c2nc(-c3ccncc3)no2)cc1[N+](=O)[O-] | 13% | 15% | 1%
O=C(Nc1cccc(C(F)(F)F)c1)Nc1ccc2snnc2c1 | ? | ? | ?
CCc1ccc(CNC(=O)c2ccc3nc(SCc4ccc(F)cc4)n(C)c3c2)cc1 | -22% | -14% | -3%
Cc1ccc(S(=O)(=O)c2cc3cc(C(=O)Nc4ccc(C)cc4C)ccc3oc2=O)cc1 | 7% | 15% | 12%
SMILES | KB-V1 MDR tox | ATXN2 expr inh | KB-3-1 cytotox
O=C(CCn1c(=O)c2ccccc2n(Cc2cccc(Cl)c2)c1=O)NCCc1ccccc1 | -2% | 14% | 0%
COc1ccc(C(=O)n2nc(-c3ccco3)nc2NCc2cccs2)cc1 | ? | 1% | 3%
CCC1=Nc2cc(C(=O)N3CCC(C)CC3)ccc2Sc2ccc(C)cc21 | -19% | ? | 16%
CCOc1ccc(CNC(=O)c2ccc(NC(=O)N3CCCCc4ccccc43)cc2)cc1OC | 5% | 3% | 7%
CCOC(=O)CNC(=O)Cn1nc(N2CCN(c3ccccc3)CC2)ccc1=O | -20% | -7% | 13%
CCCCSc1nnc2c(n1)OC(C)N(C(C)=O)c1ccccc1-2 (stereo not given) | -21% | 7% | 24%
Cc1nc(N2CCCC2)ncc1C(=O)NCc1ccc(F)cc1 | -4% | 3% | 5%
CCOC(=O)c1ccccc1NC(=O)c1ccc2c(Cl)c3c(nc2c1)CCC3 | 8% | 24% | 29%
